# Assay outcomes: PubChem, The Scripps Research Institute Molecular Screening Center
# TAAR1 ag: agonists of human TAAR1. Q96RJ0. CHO RD-HGA16 TAAR1, Fluo-8 calcium fluorescence; vehicle wells 0%, saturating PEA agonist 100%. activation, % at 3 µM. actives 0.99% (n = 360,000). AID 624467;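 active = activation above the mean activation of all test compounds in the run plus 3 SD, cut at about 38% in these data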
#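 System: CHO-derived RD-HGA16 cells with stable Gα16 and human TAAR1 / Times: 17-24 h plating, Fluo-8 75 min 37 °C, 30 min RT / Technique: calcium-sensitive Fluo-8 signal, excitation 470-495, emission 515-575 nm / Measure: % activation relative to PEA EC100 response / Benchmarks: DMSO and PEA EC100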
# M1 PAM parental: nonselective activator or artifact in parental CHO-K1 calcium assay; ATP EC20, Fluo-8 calcium fluorescence; 0% at ATP EC20, 100% at ATP max; activation, % at 3 µM; actives 0.02% (n = 360,000); AID 602247;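 active = activation above the run cutoff, the mean activation of all test compounds plus 3 SD, cut at about 40% in these data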;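 also: peak over basal fluorescence ratio in a 140 s read after ATP addition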
# OXTR potentiator: potentiates the human oxytocin receptor response | P30559 | CHO-OTR cells, Fluo-8 calcium fluorescence, potentiator mode; 0% = oxytocin EC15, 100% = EC100 | activation, % at 3 µM | actives 0.061% (n = 320,000) | AID 2445;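 active = activation above that plate's cutoff, the mean activation of tested compounds plus 3 SD, cut at about 6.6% in these data, passing the limit was not always enough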;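 also: 100% uses oxytocin at 75 nM as the full agonist control; some results filed as inactive read as strong as hits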
# Target sequence (P30559 whole entry, looked up): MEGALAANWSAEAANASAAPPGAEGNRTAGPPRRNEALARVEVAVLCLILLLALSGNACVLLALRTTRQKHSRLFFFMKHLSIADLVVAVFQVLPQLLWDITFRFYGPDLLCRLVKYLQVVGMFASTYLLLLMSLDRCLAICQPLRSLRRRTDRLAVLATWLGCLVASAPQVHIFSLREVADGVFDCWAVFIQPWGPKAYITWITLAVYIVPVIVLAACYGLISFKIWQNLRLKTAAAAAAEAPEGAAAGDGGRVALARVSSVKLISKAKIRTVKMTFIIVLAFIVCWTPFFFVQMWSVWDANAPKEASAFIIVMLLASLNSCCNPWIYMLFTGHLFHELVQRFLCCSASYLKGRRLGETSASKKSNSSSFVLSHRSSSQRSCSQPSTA
#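 System: human OTR in CHO cells; Also added: sub-maximal oxytocin, roughly EC15; Timing: compound 6 min at room temperature before oxytocin, 100 s read; Technique: Fluo-8 intracellular calcium fluorescence, ex 470-495, em 515-575 nm; Controls: oxytocin EC15 low and EC100 high; Replication: singlicate.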
# CHRM1 antagonist: blocks human M1 muscarinic receptor; P11229; actives 1.3% (n = 360,000); AID 588852; inhibition, % at 3 µM; CHO-K1 hM1, Fluo-8 calcium fluorescence, ACh EC80 antagonist;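 active = percent inhibition above its own plate's cutoff, namely the mean of that plate's compound wells plus 3 SD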;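 also: peak over basal fluorescence ratio during 140 s after agonist addition; 0% = ACh EC80 plus DMSO and 100% = DMSO alone without agonist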
# Target sequence (P11229 whole entry, looked up): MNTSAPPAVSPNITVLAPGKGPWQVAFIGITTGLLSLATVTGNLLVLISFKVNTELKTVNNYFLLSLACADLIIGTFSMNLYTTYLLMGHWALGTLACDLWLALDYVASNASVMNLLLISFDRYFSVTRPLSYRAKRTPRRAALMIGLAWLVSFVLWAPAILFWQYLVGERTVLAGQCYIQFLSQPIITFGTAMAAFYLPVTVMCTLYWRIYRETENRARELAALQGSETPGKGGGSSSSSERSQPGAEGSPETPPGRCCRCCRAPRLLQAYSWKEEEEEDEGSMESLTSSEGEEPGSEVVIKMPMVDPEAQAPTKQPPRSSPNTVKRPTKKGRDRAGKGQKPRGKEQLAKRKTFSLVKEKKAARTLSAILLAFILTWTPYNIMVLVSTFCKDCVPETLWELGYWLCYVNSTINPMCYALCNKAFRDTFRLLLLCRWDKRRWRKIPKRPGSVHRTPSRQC
# CHO-K1 Ca antag: counter-screen for M1 antagonists: effect in parental CHO-K1 cells; ATP-induced calcium, Fluo-8 fluorescence; inhibition, % at 3 µM; actives 0.6% (n = 360,000); AID 602250;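 active = inhibition above a per-plate cutoff, the plate's mean sample inhibition plus 3 SD, cut at about 24% in these data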;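 also: 0% = DMSO plus EC80 ATP and 100% = DMSO alone without ATP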
# CHO-K1 Ca ag: counter-screen for M1 agonists: effect in parental CHO-K1 cells; Fluo-8 calcium fluorescence; scaled to maximal ATP response, vehicle zero; activation, % at 3 µM; actives 0.48% (n = 360,000); in the data active = activation above about 15%;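 also: untransfected CHO-K1 host cells lacking M1 receptor as counterscreen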
# TAAR1 antag: antagonists of human TAAR1. Q96RJ0. CHO RD-HGA16 TAAR1, Fluo-8 calcium fluorescence, antagonist. inhibition, % at 3 µM. actives 1.5% (n = 360,000). AID 624466;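 active = inhibition above a per-plate cutoff, the mean inhibition of test compounds on that plate plus 3 SD, cut at about 49% in these data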;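 also: 0% = DMSO plus EC80 beta-PEA response and 100% = DMSO alone without agonist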
#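 Test system: RD-HGA16 CHO cells with stable hTAAR1 and Gα16 / Probe or stimulus: EC80 β-phenethylamine stimulus / Times: seeding 17-24 h prior, 75-min 37 °C, 30-min RT dye loading / Detection: Fluo-8 calcium-sensitive fluorescence / Read-out basis: % inhibition scaled between DMSO and EC80 PEA controls / Repeats: singlicate, one well per test compound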
# CHO parental Ca: counter-screen for OX1R antagonists: effect in parental CHO cells | parental CHO-K1, ATP-induced calcium, Fluo-8 fluorescence | inhibition, % at 5.6 µM | actives 0.63% (n = 330,000) | AID 463079;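 active = inhibition above that plate's mean sample inhibition plus 3 SD, cut at about 26% in these data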;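 also: 0% = ATP-challenged DMSO wells and 100% = DMSO wells without ATP; some compounds past the cut are filed as inactive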
#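 Material: Parental CHO cells | Reagent: ATP | Compound dosing: Single nominal dose of 5.6 µM per compound | Detection: Intracellular calcium via Fluo-8 no-wash fluorescent dye | Read-out: % inhibition of ATP-induced calcium mobilization | Benchmarks: Low control ATP plus DMSO, high control DMSO only | Replicates: Singlicate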
# M1 ag: activates human CHRM1 receptor | P11229 | CHO-K1 hM1, Fluo-8 calcium fluorescence, agonist mode; 0% DMSO, 100% acetylcholine EC100 | activation, % at 3 µM | actives 0.33% (n = 360,000) | AID 588814;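 active = activation above the run's mean compound activation plus 3 SD, cut at about 16% in these data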;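 also: peak over basal fluorescence ratio within a 140 s kinetic read after compound addition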
# Numbers without * were called inactive; / = not tested or not shown.
SMILES,TAAR1 ag,M1 PAM parental,OXTR potentiator,CHRM1 antagonist,CHO-K1 Ca antag,CHO-K1 Ca ag,TAAR1 antag,CHO parental Ca,M1 ag
O=C(CSc1nc2c(sc3ccccc32)c(=O)n1Cc1ccco1)NCC1CCCO1 (stereo not drawn),7,13,-8,-2,-8,0.8,1,-13,-1
N/C(=N\OC(=O)CCC1CCCCC1)c1cccc([N+](=O)[O-])c1,/,5,-3,-5,-1,0.7,/,-8,-3
COc1ccc(N2CCN(C(=O)C(=O)c3cn(CC(=O)N4CCCCCC4)c4ccccc34)CC2)cc1,0,3,-4,9,-11,3.5,-2,-13,-2
O=C(O)C1CCC(CNS(=O)(=O)c2ccccc2)CC1 (stereo not drawn),5,10,-9,-23,-11,0.1,-2,-2,0
NC(=O)Nn1c(CCC(=O)O)ccc1-c1ccc(F)cc1,-1,13,-6,-1,-6,0.6,-14,4,-2
Cc1ccc(C(=O)NCC(=O)NCC(c2cccs2)N2CCOCC2)cc1 (stereo not drawn),8,3,6,-7,-15,0.2,4,-20,-4
CCCCOc1ccc(S(=O)(=O)N2CCCCC2)cc1,3,18,-13,-11,-4,1.6,6,42*,-6
O=C(CN1CCCCC1)Nc1cccc([N+](=O)[O-])c1,2,16,-2,-4,-5,-0.1,-4,-13,-3
CCC(=O)NC(=S)Nc1ccc(-c2nc3ccc(C)cc3s2)cc1,2,4,-4,-4,-1,0.1,-9,-1,-4
Cc1ccc(Cn2cc(CN(C)C3CN(Cc4cn(Cc5ccc(C)cc5)nn4)S(=O)(=O)C3)nn2)cc1 (stereo not drawn),3,3,/,/,6,3.0,-18,/,/
O=C(NCc1ccco1)C1(S(=O)(=O)c2ccccc2)CC=CC1,11,-1,-8,3,-6,-0.1,0,-1,-6
CN(CC(=O)Nc1ccc(F)cc1)S(=O)(=O)c1ccc2c(c1)c(=O)n(C)c(=O)n2C,4,-3,-10,-4,-18,0.1,-5,-10,-2
O=c1[nH]c(C2CCCN(S(=O)(=O)c3ccc(F)cc3)C2)nc2c1nnn2Cc1ccccc1 (stereo not drawn),0,7,2,-15,-14,0.8,-1,-30,-4
COCCNC(=O)c1onc(CSc2cc(C)ccc2C)c1C(=O)O,3,16,-9,-12,-20,0.6,6,-11,-1
Cn1c(-c2ccccc2[N+](=O)[O-])[n+](C)c2ccccc21,2,15,-3,-7,-2,1.5,-20,-24,-6
COC(=O)c1cc(=O)n(-c2c(Cl)cc(C(F)(F)F)cc2Cl)[nH]1,21,-4,-3,-5,0,0.1,-32,-2,-3
COc1ccc(S(=O)(=O)N(C)C[C@H]2Oc3ccc(NS(=O)(=O)c4cccs4)cc3CC(=O)N([C@H](C)CO)C[C@H]2C)cc1,7,5,-2,-15,-7,-0.3,10,-25,-1
COc1cc(-c2cnc3c(NC(C)=O)cc(-c4ccccc4CN(C)C)cn23)cc(OC)c1OC,0,14,/,-8,-10,0.7,-12,/,-7
O=C(Nc1ccc(S(=O)(=O)Nc2nccs2)cc1)c1cc(-c2ccccc2)nc2ccccc12,3,16,1,-11,-7,1.8,12,1,-8
COCc1c(C(=O)OC)nnn1-c1ccccc1,12,15,-2,4,-10,0.3,-2,-1,-2
O=C(Nc1ccc(OC(F)F)cc1)Nc1cccc(C(F)(F)F)c1,11,-1,-23,24*,27*,9.8,36,60*,1
CCOC(=O)c1c(C)oc2cc(Br)c(OCC(N)=O)cc12,6,6,-3,-18,-6,0.8,-2,0,-2
CCCS(=O)(=O)NC(=O)C1(C)CCCN(C(=O)c2ccccc2OC(F)(F)F)C1 (stereo not drawn),/,6,/,-3,-3,0.0,/,/,-2
Cc1[nH]n(-c2ccc(Br)cc2)c(=O)c1/C=N/NC(=O)c1ccccc1,3,3,/,-7,2,0.5,-10,/,-2
CCOC(=O)c1cccc(NC(=O)CSc2nnc(COc3ccc(Cl)cc3)o2)c1,1,5,-8,-11,-2,0.0,3,-20,0
COc1ccc(-c2noc(CCC(=O)NCC3CCN(Cc4cccc(C)c4)CC3)n2)cc1,6,4,-19,12,2,7.6,-3,-8,-1
CCN1CCN(CC2COc3ccccc3O2)CC1 (stereo not drawn),2,0,-8,-5,-8,0.2,-11,5,-8
CCOC(=O)CNC(=O)c1cc(-c2ccccn2)nc2c(C)c(Cl)ccc12,1,-7,-12,2,17,4.0,-3,-4,-5
CN(C)c1nc(-c2ccccc2)nnc1C(F)(F)F,13,17,-15,-19,-1,0.1,0,-7,-6
CCOc1ccc(OCC(O)CN2CCc3ccccc3C2)cc1 (stereo not drawn),7,2,-12,-7,-11,1.8,-11,-22,-9
Cc1ccccc1NC(=O)CSc1nc2[nH]c(=O)cc(O)c2s1,1,22,/,-7,-9,1.5,-19,/,-4
Cc1ccc(S(=O)(=O)Nc2ccc(Nc3nccn4c(-c5cccc(OC(F)(F)F)c5)cnc34)cc2)cc1,0,4,/,-6,-1,6.0,-10,/,-2
Cc1c(OC(C)C(=O)NCC2CCC(C(=O)O)CC2)ccc2c3c(c(=O)oc12)CCCC3 (stereo not drawn),2,10,-6,-6,0,0.4,-15,6,0
COc1ccc(S(=O)(=O)N2CCCC(C(=O)NCC3CCCO3)C2)cc1C (stereo not drawn),5,17,-14,-4,-4,0.9,-42,-15,-4
CCc1ccc(NS(=O)(=O)c2ccc3[nH]cc(C(=O)N4CCc5ccccc54)c(=O)c3c2)cc1,2,-3,1,-11,6,-0.5,-3,-15,-4
CN(Cc1cccc(F)c1)C(=O)C1CC(=O)N(Cc2ccco2)C1 (stereo not drawn),1,0,/,-12,-2,0.0,8,/,-3
COc1ccccc1NS(=O)(=O)c1cc(C(=O)NCC(c2cccs2)N2CCOCC2)ccc1C (stereo not drawn),4,-10,-16,-2,-6,0.8,-6,-15,-5
O=[N+]([O-])CC(=Nc1ccc(Cl)cc1)N/N=C\c1oc(O)c2ccccc12,9,4,-14,-29,7,-0.3,0,-8,-3
Cc1ccccc1NC(=O)NC1(C(=O)NCCCN2CCOCC2)CCCCC1,1,3,-4,-5,-4,-0.2,4,-9,-4
O=C(COC(=O)/C=C/c1ccc(Cl)cc1)NC1CCCCCC1,1,11,4,0,-12,-0.2,-14,-11,-3
CC(C)(C)c1ccc(-c2ncccc2O)cc1,1,-21,-5,14,4,0.6,-3,9,3
Cc1ncc(CO)n1Cc1ccc(Cl)cc1,2,8,/,-12,-6,0.3,-2,/,-1
CCN1C(=O)C(CC(=O)Nc2ccc(OC)cc2)N(CCN2CCOCC2)C1=S (stereo not drawn),4,17,-1,-6,-11,0.3,5,-4,-3
O=C(CC1C(=O)NCCN1C(=O)Nc1ccc(F)cc1F)Nc1cc(Cl)ccc1Cl (stereo not drawn),2,0,0,-1,4,0.6,13,-7,-1
O=C(COC(=O)c1cccnc1Cl)c1ccc(OC(F)F)cc1,0,11,-7,-4,-13,2.2,-6,-1,-6

# Some entries already given, limited to OXTR potentiator, TAAR1 ag and CHO-K1 Ca antag:
SMILES,OXTR potentiator,TAAR1 ag,CHO-K1 Ca antag
O=C(COC(=O)/C=C/c1ccc(Cl)cc1)NC1CCCCCC1,4,1,-12
CC(C)(C)c1ccc(-c2ncccc2O)cc1,-5,1,4
Cc1ncc(CO)n1Cc1ccc(Cl)cc1,/,2,-6

# Following part.
SMILES,TAAR1 ag,M1 PAM parental,OXTR potentiator,CHRM1 antagonist,CHO-K1 Ca antag,CHO-K1 Ca ag,TAAR1 antag,CHO parental Ca,M1 ag
CCOCCCNC(=O)CCc1nnc2ccc(N3CCCCC3)nn12,/,4,-13,-2,-18,1.1,/,-7,-6
CC(C)(C)C(=O)Nc1ccc2oc(-c3cc(F)c(F)cc3Cl)nc2c1,9,7,-24,-6,2,0.1,7,-14,-3
CCOC(=O)c1sc2c(c1C)c(=O)c(C(=O)OCC)cn2CC,0,16,-5,-11,-6,0.4,7,6,1
Cc1nc2ccccc2n1/N=C/c1ccc([N+](=O)[O-])o1,3,21,-3,-7,-5,0.6,-1,-3,0
CCOC(=O)C1=C(C)NC(C)=C(C(=O)OCC)C1c1cc(N)ccc1OC(F)F,7,27,-5,-11,-19,0.5,0,-1,-4
COc1nc(C)ccc1-c1noc(-c2cccnc2)n1,3,13,-11,-23,-6,-0.1,-3,-8,-4
Cc1occc1-c1nnc(SCC(=O)NC2CCCCC2)o1,0,9,-4,-2,-2,2.2,-12,-5,-6
CCn1c(C(=O)N2CCc3ccccc3C2)cc2sccc21,3,-6,-5,-14,18,0.6,-5,-12,-2
COc1ccc(S(=O)(=O)N2CCCCCC2)cc1NC(=O)CN1C(=O)CNC1=O,0,11,-5,-12,-5,1.1,-2,-14,-2
O=C(Nc1ccc(Cl)cc1[N+](=O)[O-])c1ccc2c(c1)OCCO2,1,-12,-5,5,5,0.2,-4,10,-1
O=C(Nc1cccc2c1CCCC2)c1ccccc1Br,2,13,5,-10,-3,0.9,-16,44*,-9
COc1ccccc1NC(=S)NC1CCCC1,0,-19,4,13,9,0.0,-19,-9,-5
COCCn1c(=S)[nH]c2cc(C(=O)N3CCN(c4ccc(F)cc4)CC3)ccc2c1=O,1,10,-9,-4,-12,-0.2,2,-7,-2
CC(=O)Nc1cccc(NC(=O)Cc2cccs2)c1,-1,-2,4,-19,14,-0.1,5,-10,1
CC(=O)c1c(C)[nH]c(C(=O)NCc2ccco2)c1C,0,8,-4,-7,-13,1.1,-19,-8,-2
CC1CC(C)CN(S(=O)(=O)c2ccc(C(=O)OCC(=O)NCCN3C(=O)CSC3=O)cc2)C1 (stereo not drawn),4,10,0,-9,-11,0.4,-23,0,-11
CCS(=O)(=O)c1ccc(O)c(NC(=O)Nc2ccccc2OC)c1,5,-17,2,0,1,0.0,-8,-2,-4
COc1ccccc1CC(=O)O/N=C(\N)Cc1cccc2ccccc12,75*,0,-2,2,6,0.7,41,-7,-6
Cc1cc(C)cc(NC(=O)CSc2nc(=O)n3cc(C)ccc3n2)c1,1,11,-3,-12,13,0.2,-18,-12,-1
